Glioma ERSR ind – qHTS for Inducers of the Endoplasmic Reticulum Stress Response (ERSR) in Human Glioma: qHTS. U87-MG GRP78 promoter luciferase reporter, 16 h. Potency, µM, for the others: at the top dose activation, actives largely listed as activators. 420,000 compounds, 0.02% hits; note: potency is the fitted concentration of half-maximal effect; series mostly up to about 76 µM; % of control where 0% means no effect; nearly all actives have a fitted effect of over 35% in size
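Stably transfected U87-MG human glioma cells carrying a GRP78-based luminescent sensor were seeded at 1000 cells/well, pin-dosed with compounds and incubated 16 h. Luciferase reagent was then added, and end-point luminescence was read after 10 min at room temperature.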
IDH1 R132H inh – qHTS for Inhibitors of mutant isocitrate dehydrogenase 1 (IDH1): qHTS; IDH1-R132H enzyme, NADPH consumption, diaphorase/resazurin fluorescence; Potency, µM (titrated, usually from 76.6 µM), for the others: at the highest dose activity change, negative = inhibition, actives largely listed as inhibitors; 390,000 compounds, 0.093% hits; AID 602179, 2012; note: potency is the fitted concentration of half-maximal effect; % is set by controls: 0 for no effect and ±100 for the full control effect; nearly all actives have a fitted effect of over 65% in size
Target sequence (O75874 whole entry R132H, stated change not applied): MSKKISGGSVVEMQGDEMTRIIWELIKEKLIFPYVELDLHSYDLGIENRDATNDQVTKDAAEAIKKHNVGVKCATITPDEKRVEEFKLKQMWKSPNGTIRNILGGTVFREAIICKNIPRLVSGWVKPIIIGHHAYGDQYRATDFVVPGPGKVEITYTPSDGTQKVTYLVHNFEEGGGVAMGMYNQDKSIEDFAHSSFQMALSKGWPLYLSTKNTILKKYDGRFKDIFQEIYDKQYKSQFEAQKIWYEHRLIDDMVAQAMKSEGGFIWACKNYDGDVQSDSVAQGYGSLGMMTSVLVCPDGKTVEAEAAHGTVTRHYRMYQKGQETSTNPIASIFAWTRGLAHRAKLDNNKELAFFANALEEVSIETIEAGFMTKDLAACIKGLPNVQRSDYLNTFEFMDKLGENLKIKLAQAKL
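IDH1-R132H (0.5 ug/mL) preincubated 30 min with compound, then NADPH (0.016 mM) and alpha-KG (2 mM) added; 80 min at RT, pH 7.5. Remaining NADPH coupled via diaphorase/resazurin to fluorescence (540/590 nm); concentration-response curves normalized to no-enzyme control.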
RGS4 inhibitor – Inhibitors of Regulator of G Protein Signaling (RGS) 4: qHTS | Regulator of G-protein signaling 4 (Homo sapiens), P49798 | Transcreener GDP fluorescence polarization, RGS4-accelerated GTP hydrolysis | Potency, µM (highest dose often 114 µM), inactives show at the highest dose activity change, negative = inhibition, most hits filed as inhibitors | 390,000 compounds, 0.039% hits | AID 504845, 2011; note: potency is the fitted concentration of half-maximal effect; % is set by controls: 0 for no effect and ±100 for the full control effect; nearly all actives have a fitted effect of over 75% in size; some results filed as inactive show a strong effect at the top dose
Target sequence (P49798 whole entry, looked up): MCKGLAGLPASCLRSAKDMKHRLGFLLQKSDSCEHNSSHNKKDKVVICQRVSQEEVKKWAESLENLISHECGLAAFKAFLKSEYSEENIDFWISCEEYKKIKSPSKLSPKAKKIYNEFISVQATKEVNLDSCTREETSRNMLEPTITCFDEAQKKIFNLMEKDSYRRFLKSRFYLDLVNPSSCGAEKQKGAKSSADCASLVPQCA
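MLSMR compounds (23 nl, pin-transferred) preincubated 10 min at room temperature with a 500nM (2x) first reagent, then RGS4 at 900nM (2x) plus Transcreener GDP mix added; fluorescence polarization (620/688 nm) read before and after 90 min at 30 °C.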
USP1-UAF1 inh – Inhibitors of USP1/UAF1: Primary Screen; Ubiquitin carboxyl-terminal hydrolase 1 (Homo sapiens), O94782; recombinant USP1/UAF1, Ub-Rhodamine cleavage fluorescence; Potency, µM (series often up to 57.1 µM), for inactives: at the highest dose activity change, negative = inhibition, most hits filed as inhibitors; 390,000 compounds, 0.23% hits; AID 743255, 2014; note: potency is the fitted concentration of half-maximal effect; % is set by controls: 0 for no effect and ±100 for the full control effect; nearly all actives have a fitted effect of over 60% in size; inactives centre near -12
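1 nM enzyme complex + cpd, 15 min RT; start with Ub-Rho 150nM final; kinetic fluorescence ex 480/em 540, 6 reads q60 s. Buffer 50mM HEPES pH 7.8, 0.5mM EDTA, 0.1 mg/ml BSA, 1mM TCEP, 0.01% Tween-20.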
Vif-APOBEC3G blk – qHTS for Inhibitors of Vif-A3G Interactions: qHTS; Potency, µM (doses to about 46.1 µM), without a hit: at the top dose activity, negative = active, actives largely listed as inhibitors; HeLa A3G-eYFP + Vif (tagged APOBEC3G with the HIV-1 protein that degrades it), YFP fluorescence, overnight; DNA dC->dU-editing enzyme APOBEC-3G (Homo sapiens), Q9HC16; 410,000 compounds, 0.076% hits;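 note: potency is the fitted concentration of half-maximal effect; % is set by controls: 0 for no effect and ±100 for the full control effect; nearly all actives have a fitted effect of over 60% in size; hits raise eYFP signal because A3G escapes Vif-driven loss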
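Read-out is eYFP fluorescence (Ex 488/Em 500-530) from Vif-expressing HeLa A3G-eYFP cells; more signal means A3G escaped Vif-mediated degradation. Cells plated overnight, compound pinned in, incubated overnight at 37 deg C.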
Vif-A3F inh – qHTS for Inhibitors of Vif-A3F Interactions: qHTS; Potency, µM (titrated, usually from 46.1 µM), for the others: at the highest dose activity, negative = active; HeLa A3F-eYFP + Vif (tagged APOBEC3F with the HIV-1 protein that degrades it), YFP fluorescence increase; 390,000 compounds, 0.2% hits; note: potency is the fitted concentration of half-maximal effect; % of control where 0% means no effect; nearly all actives have a fitted effect of over 65% in size
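HeLa cells stably expressing A3F-eYFP plus Vif, plated and incubated overnight at 37 deg C, then exposed to compounds overnight at 37 deg C. Blocked degradation read as raised yellow fluorescence (Ex 488/Em 500-530).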
TrxR1 inh – qHTS Assay for Inhibitors of Mammalian Selenoprotein Thioredoxin Reductase 1 (TrxR1): qHTS; Thioredoxin reductase 1, cytoplasmic (Rattus norvegicus), O89049; recombinant rTrxR1, NADPH fluorescence consumption, selenite substrate; Potency, µM (titrated, usually from 114 µM), without a hit: at the top dose activity change, negative = inhibition, most hits filed as inhibitors; 390,000 compounds, 1% hits; AID 588453, 2011; note: potency is the fitted concentration of half-maximal effect; % is set by controls: 0 for no effect and ±100 for the full control effect; nearly all actives have a fitted effect of over 65% in size
Target sequence (O89049 whole entry, looked up): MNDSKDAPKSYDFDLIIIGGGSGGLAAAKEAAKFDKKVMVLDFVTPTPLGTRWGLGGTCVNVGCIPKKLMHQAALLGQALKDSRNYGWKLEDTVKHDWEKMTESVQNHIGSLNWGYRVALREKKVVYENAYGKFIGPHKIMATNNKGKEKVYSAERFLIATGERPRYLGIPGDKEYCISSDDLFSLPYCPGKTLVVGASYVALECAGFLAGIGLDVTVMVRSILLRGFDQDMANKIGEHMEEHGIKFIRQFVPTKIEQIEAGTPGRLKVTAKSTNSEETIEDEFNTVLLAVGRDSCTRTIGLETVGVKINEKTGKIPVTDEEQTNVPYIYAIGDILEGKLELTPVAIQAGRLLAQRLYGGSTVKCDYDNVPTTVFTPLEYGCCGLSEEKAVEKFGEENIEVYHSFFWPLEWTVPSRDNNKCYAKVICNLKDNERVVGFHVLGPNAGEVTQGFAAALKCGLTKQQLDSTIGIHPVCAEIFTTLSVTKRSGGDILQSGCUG
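Rat TrxR1 (90 nM in the dispensed reagent) was pre-reduced with 400 uM NADPH for 5 min at room temperature, then incubated with compound for 15 min. After 400 uM selenite was added, NADPH fluorescence (Ex 340/Em 450 nm) was followed for 8 min.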
TrxR1 substrate – qHTS Assay for Substrates of Mammalian Selenoprotein Thioredoxin Reductase 1 (TrxR1): qHTS. Thioredoxin reductase 1, cytoplasmic (Rattus norvegicus), O89049. purified TrxR1 substrate turnover, NADPH consumption readout. Potency, µM (top dose mostly 114 µM), for inactives: top-dose activity change, negative = substrate turnover. 390,000 compounds, 0.01% hits. AID 588456, 2011; note: potency is the fitted concentration of half-maximal effect; % is set by controls: 0 for no effect and ±100 for the full control effect; nearly all actives have a fitted effect of over 50% in size
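Rat TrxR1, dispensed at 90 nM, was prereduced with 400 uM NADPH (final) for 5 min at ~22 deg C, then incubated with compound 15 min before 400 uM selenite. A first-read NADPH fluorescence drop versus no-compound background flagged substrates.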
LDHA block – qHTS assay for inhibitors of human lactate dehydrogenase. activity change, % (values are at about 110 or 230 µM). purified LDHA, NADH/diaphorase-resazurin fluorescence; hits give low values. 480,000 compounds, 0.15% hits. L-lactate dehydrogenase A chain (Homo sapiens), P00338; in the data active = activity change below about -30%; inconclusive = mostly about -25% to -30%;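 note: plate controls were DMSO wells for no effect and wells without enzyme for full effect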
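LDH5 2 nM; NADH 0.06 mM, pyruvate 0.2 mM; 200 mM Tris pH 7.4, EDTA, Tween-20; 5 min RT. Detection: diaphorase 0.133 mg/mL + resazurin 37 µM, fluorescence ex540/em590 at 0 and 20 min; normalized to enzyme-free and DMSO wells.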
An asterisk follows results filed as active; ? = inconclusive; nt = no result given; & = joins results of further samples; [ ] = dose if it differs, or a comment. Unless noted, calls come from the whole dose curve; as a rule, active = well fitted curve in the direction sought with a large enough effect; inconclusive = small, poorly fitted or top-dose-only effect, or another doubt; inactive = no such curve, though single readings can be large; an effect the other way counts as inactive or inconclusive.

SMILES	Glioma ERSR ind	IDH1 R132H inh	RGS4 inhibitor	USP1-UAF1 inh	Vif-APOBEC3G blk	Vif-A3F inh	TrxR1 inh	TrxR1 substrate	LDHA block
COc1ccc(S(=O)(=O)N2CCC(C(=O)N3CCOCC3)CC2)cc1OC	-1%	8%	11%	-25%	-4%	-11%	32%[activator]	15%	-1
O=C(COC(=O)c1cccc(-n2cnnn2)c1)Nc1c(Cl)cccc1C(F)(F)F	-3%	7%	-12%	-9%	0%	-23%	25%	7%	-8
CCNC(=O)/C(C#N)=C/c1c(N2CCOCC2)nc2ccccn2c1=O	-7%	4%	-7%	-13%	-2%	5%	19%	93%[activator]	-1
CCCCOc1ccc(S(=O)(=O)Nc2ccc(-c3ccc(N4CCCCCC4)nn3)cc2)cc1	4%	7%	-23%	?	0%	7%	18%[57.1 µM]	-2%[57.1 µM]	-1
Cc1ccccc1Nc1c(-c2cccnc2)nc2cccc(C)n12	3%&0%	-1%&0%	-5%&18%	?	-8%&-1%	15%&0%	-10%&-13%	-10%&-10%	-9&-22
Cc1cc(C(=O)NNc2ccc(Cl)cc2)no1	-1%	0%	-35%	-15%	-14%	-11%	-17%	-3%	1
COc1ccc(-c2nn(-c3ccccc3)cc2C(=O)N2CCN(C(=O)c3ccco3)CC2)cc1	2%	0%	-7%	7%	0%	-2%	-2%[2.29 µM]	-6%[2.29 µM]	-4
CCc1ccc(S(=O)(=O)/N=C2\C=C(Nc3ccc(O)cc3)C(=O)c3ccccc32)cc1	-19%	12%	-28%	10µM*	8%	4%	-19%	-11%	37
CCOCC(=O)Nc1ccc(S(=O)(=O)NCC2CCCO2)cc1 (stereo not drawn)	1%	0%	2%	-29%	-5%	-27%	19%	8%	-2
COc1ccc(C(C)=O)cc1COc1ccc(Cl)c(C)c1	0%	-6%	24%	-10%	3%	13%	-13%	-8%	-4

The last 2 compounds of the part above open the next one.
SMILES	Glioma ERSR ind	IDH1 R132H inh	RGS4 inhibitor	USP1-UAF1 inh	Vif-APOBEC3G blk	Vif-A3F inh	TrxR1 inh	TrxR1 substrate	LDHA block
CCOCC(=O)Nc1ccc(S(=O)(=O)NCC2CCCO2)cc1 (stereo not drawn)	1%	0%	2%	-29%	-5%	-27%	19%	8%	-2
COc1ccc(C(C)=O)cc1COc1ccc(Cl)c(C)c1	0%	-6%	24%	-10%	3%	13%	-13%	-8%	-4
CC1CC(C)CN(C(=S)Nc2ccc(OC(F)F)cc2)C1 (stereo not drawn)	-1%	1%	-2%	-17%	0%	7%	-2%	-1%	-8
C=CCn1c(C)cc(C(=O)CSc2nnc(Cc3ccccc3)o2)c1C	2%	14%	-24%	-13%	-1%	3%	2%	-3%	-1
O=C1CC(NNc2nc3ccccc3s2)C(=O)N1c1ccccc1 (stereo not drawn)	3%	2%	-7%	-17%	-2%	-8%	9%[57.1 µM]	6%[57.1 µM]	-4
O=S(=O)(NCc1cccnc1)c1ccc(Br)c2ccccc12	-2%	1%	2%	-12%	1%	-3%	2%	0%	-6
Cn1nc(C(F)(F)F)cc1C(=O)O	-2%	3%	?	-16%	1%	?	22%[11.4 µM]	15%[57.1 µM]	-5
COc1ccc(CNC(=O)C2CCN(S(=O)(=O)c3cccc4nonc34)CC2)cc1	-3%	6%	-5%	-11%	-1%	?	26%	8%	-3
COc1ccc(-n2nc(C(=O)NCC(=O)NC(C)C)c3ccccc3c2=O)cc1OC	-2%	6%	-1%	-2%	-1%	4%	8%	-1%	-6
COC(=O)c1cccnc1SCc1ccccc1	2%	5%	7%	-6%	-1%	-18%	11%	0%	-3
NCC(=O)c1c[nH]c2ccccc12	-2%	nt	nt	nt	-3%	nt	-11%	-6%	-1
O=C(CCc1ccccc1Cl)Nc1cc(S(=O)(=O)N2CCOCC2)ccc1N1CCCC1	-2%	1%	-29%	-11%	-6%	5%	8%[57.1 µM]	3%[57.1 µM]	0

Ordered by the number under TrxR1 substrate (high to low): some entries from above
SMILES	TrxR1 substrate
COc1ccc(CNC(=O)C2CCN(S(=O)(=O)c3cccc4nonc34)CC2)cc1	8%
COC(=O)c1cccnc1SCc1ccccc1	0%
COc1ccc(-n2nc(C(=O)NCC(=O)NC(C)C)c3ccccc3c2=O)cc1OC	-1%
NCC(=O)c1c[nH]c2ccccc12	-6%

The results go on:
SMILES	Glioma ERSR ind	IDH1 R132H inh	RGS4 inhibitor	USP1-UAF1 inh	Vif-APOBEC3G blk	Vif-A3F inh	TrxR1 inh	TrxR1 substrate	LDHA block
CC(C)(CNC(=O)c1ccc(NS(=O)(=O)c2ccc(F)c(F)c2)cc1)N1CCOCC1	-1%	8%	1%	-19%	0%	1%	-10%	-11%	-9
O=C(NCc1cccs1)c1ccccc1[N+](=O)[O-]	-3%	-1%	5%	-22%	-4%	-4%	-6%	-4%	-3
CCCc1cnc2c(c1SCc1cccc(C)c1)c(=O)n(C)c(=O)n2C	-4%	2%	9%	-31%	1%	5%	23%[57.1 µM]	2%[57.1 µM]	0
COCCNC(=O)c1c(N)n(-c2cccc(C)c2)c2nc3ccccc3nc12	-6%	1%	-10%	-19%	-5%	nt	12%	333%[activator]	-3
CS(=O)(=O)N(Cc1ccccc1)c1ccc(C(=O)Nc2cccc(Cl)c2)cc1	-3%	-13%	14%	-14%	-13%	3%	15%	-2%	-9
CN1C=C/C(=C\c2cc[n+](C)c3ccccc23)c2ccccc21	-5%	1%	-14%	-22%	5%	?	21%	-1%	11
CCOC(=O)c1c(NC(=O)CC2SC(=NC)N(C)C2=O)sc(C)c1C (stereo not drawn)	-4%	3%	18%	-1%	-5%	2%	-2%	-1%	-16
O=C(C[N+]12CCCc3cccc(c31)CCC2)c1ccc2ccc3cccc4ccc1c2c34	-1%	nt	nt	nt	-29%	nt	?	24%	nt
COc1ccc2nc3oc(C(=O)NCc4ccccc4OC)cc3cc2c1	0%	-3%	-10%	-28%	4%	3%	30%	33%[activator]	4
CCOC(=O)C1C(=O)CC(=O)CC1CC(C)SCC (stereo not drawn)	-2%	2%	-24%	-20%	2%	12%	6%[0.457 µM]	10%	-1
CC(C)(C)NCCC(O)c1cc(C(F)(F)F)nc2c(C(F)(F)F)cccc12 (stereo not drawn)	-5%	2%	16%	-2%	0%	3%	3%[11.4 µM]	7%[11.4 µM]	0
CCOC(=O)CSc1nc(C)c(C(C)=O)cc1C(N)=O	-2%	-10%	-24%	-2%	7%	5%	9%[57.1 µM]	3%[57.1 µM]	-1
O=C(Oc1cccc2ccccc12)C1CC1	0%	0%	13%	-12%	1%	-6%	10%	-4%	2
COCCNC(=O)CSc1ccc(Cl)cc1	4%	-3%	-8%	-6%	2%	7%	12%[57.1 µM]	1%[57.1 µM]	-7
O=C(CN1CCCc2ccccc21)Nc1cccc(S(=O)(=O)N2CCCC2)c1	-4%	13%	nt	-32%	-2%	1%	nt	nt	4
O=C(NC(O)C(=O)c1cccs1)c1cccnc1 (stereo not drawn)	5%	2%	-32%	-11%	-4%	-13%	-4%[57.1 µM]	-12%	-13
COc1ccc(Cn2c(=O)c3oc4ccccc4c3n(Cc3ccc(Cl)cc3)c2=O)cc1	-4%	-10%	-17%	?	1%	-5%	30%	4%	-9
CC(=C\c1ccccc1)/C=C1/SC(=S)N(CCCC(=O)O)C1=O	-12%	?	-36%	-21%	5%	-5%	14%[57.1 µM]	-11%	-5
CCN(CC)c1nc(Nc2ccccc2)nc(Oc2ccc(C(=O)OC)cc2)n1	-5%	5%	7%	-8%	-1%	-1%	11%	-5%	7
Cc1c(C(=O)N2CCc3ccccc3C2)oc2ccccc12	13%	8%	15%	-11%	-9%	8%	11%	-3%	-1

By substructure, those above containing a thiophene ring, fused or not
SMILES	Glioma ERSR ind	IDH1 R132H inh	RGS4 inhibitor	USP1-UAF1 inh	Vif-APOBEC3G blk	Vif-A3F inh	TrxR1 inh	TrxR1 substrate	LDHA block
O=C(NCc1cccs1)c1ccccc1[N+](=O)[O-]	-3%	-1%	5%	-22%	-4%	-4%	-6%	-4%	-3
CCOC(=O)c1c(NC(=O)CC2SC(=NC)N(C)C2=O)sc(C)c1C (stereo not drawn)	-4%	3%	18%	-1%	-5%	2%	-2%	-1%	-16
O=C(NC(O)C(=O)c1cccs1)c1cccnc1 (stereo not drawn)	5%	2%	-32%	-11%	-4%	-13%	-4%[57.1 µM]	-12%	-13

Only part of the results is shown. The share of hits here may be higher or lower than overall.
